# Source: PubChem (National Center for Advancing Translational Sciences (NCATS))
# TRHR agonist = TRH receptor (human) agonism; P34981; TRHR cells, calcium flux fluo-8, FDSS agonist mode; activation, % at 2 µM; actives 0.18% (n = 360,000); in the data active = activation above about 30%; note: 0% is about no effect
#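 Read-out: compound-evoked intracellular calcium rise in TRHR cells, fluo-8 dye, kinetic FDSS fluorescence at 1 s/cycle following a 10-cycle baseline. Cells cultured overnight before dye loading (30 min–1.5 h, RT).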
# TRHR enhancer = TRH receptor (human) allosteric enhancement; P34981; TRHR cells, fluo-8 calcium fluorescence, EC20 TRH enhancement; enhancement, % at 2 µM; actives 0.66% (n = 360,000); AID 493056; in the data active = enhancement above about 30%; note: 0% is about no effect
#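 Enhancer read-out: after compound pinning and an initial kinetic agonist-mode read, an EC20 of TRH (10 nM final) was injected and fluo-8 calcium signal (Ex 480/Em 530) followed at 1 s/cycle for 100 cycles in TRHR-expressing cells.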
# USP1 inh = blocks the human USP1/UAF1 deubiquitinase complex; Potency, µM (titrated, usually from 57.1 µM), without a hit: top-dose activity change, negative = inhibition, usual class: inhibitors; recombinant USP1/UAF1, Ub-Rhodamine cleavage fluorescence; O94782; actives 0.23% (n = 390,000); note: potency is the fitted concentration of half-maximal effect; % is set by controls: 0 for no effect and ±100 for the full control effect; nearly all actives have a fitted effect of over 60% in size; inactives centre near -12
#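 USP1/UAF1 complex (1 nM) preincubated 15 min at room temperature with compound, then Ub-Rho substrate (150 nM final) added. Kinetic fluorescence at 480/540 nm over 6 reads at 60 s intervals; 50 mM HEPES pH 7.8, 0.5 mM EDTA, 0.1 mg/ml BSA, 1 mM TCEP, 0.01% Tween-20.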
# TrxR1 substrate = rat thioredoxin reductase 1 substrate activity | Potency, µM (doses to about 114 µM), without a hit: at the top dose activity change, negative = substrate turnover | actives 0.01% (n = 390,000) | purified TrxR1 substrate turnover, NADPH consumption readout; note: potency is the fitted concentration of half-maximal effect; % is set by controls: 0 for no effect and ±100 for the full control effect; nearly all actives have a fitted effect of over 50% in size
#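 Rat TrxR1, dispensed at 90 nM, was prereduced with 400 uM NADPH (final) for 5 min at ~22 deg C, then incubated with compound 15 min before 400 uM selenite. A first-read NADPH fluorescence drop versus no-compound background flagged substrates.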
# D2 ag = agonists of human D2 dopamine receptor | HEK293 T-REx D2 cells, calcium flux agonist mode | activation, % at 2 µM | P14416 | AID 485358 | actives 0.53% (n = 340,000);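 active = activation over 3 SD above normal in the single-dose calcium agonist read, cut at about 30% in these data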; note: 0% is about no effect
#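 In this primary screen, compounds producing a positive calcium signal within 180 s of addition to tetracycline-induced, force-coupled HEK293 Trex D2 cells are flagged; cells are dye-loaded with a no-wash calcium kit beforehand.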
# TrxR1 inh = blocks rat thioredoxin reductase 1; O89049; recombinant rTrxR1, NADPH fluorescence consumption, selenite substrate; Potency, µM (doses to about 114 µM), without a hit: top-dose activity change, negative = inhibition, actives largely listed as inhibitors; actives 1% (n = 390,000); note: potency is the fitted concentration of half-maximal effect; % is set by controls: 0 for no effect and ±100 for the full control effect; nearly all actives have a fitted effect of over 65% in size
#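 Rat TrxR1 (90 nM in the dispensed reagent) was pre-reduced with 400 uM NADPH for 5 min at room temperature, then incubated with compound for 15 min. After 400 uM selenite was added, NADPH fluorescence (Ex 340/Em 450 nm) was followed for 8 min.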
# PI4K2A inh = blocks human PI4K2A kinase activity; purified PI4K2A, ADP-Glo luminescence, 1 h; active compounds read low; activity change, negative = inhibition, % at 76.9 µM; actives 0.13% (n = 420,000); AID 1346378; in the data active = activity change below about -50%; inconclusive = mostly about -30% to -49%;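 note: -100% = wells without enzyme as full effect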
# Target sequence (Q9BTU6 whole entry, looked up): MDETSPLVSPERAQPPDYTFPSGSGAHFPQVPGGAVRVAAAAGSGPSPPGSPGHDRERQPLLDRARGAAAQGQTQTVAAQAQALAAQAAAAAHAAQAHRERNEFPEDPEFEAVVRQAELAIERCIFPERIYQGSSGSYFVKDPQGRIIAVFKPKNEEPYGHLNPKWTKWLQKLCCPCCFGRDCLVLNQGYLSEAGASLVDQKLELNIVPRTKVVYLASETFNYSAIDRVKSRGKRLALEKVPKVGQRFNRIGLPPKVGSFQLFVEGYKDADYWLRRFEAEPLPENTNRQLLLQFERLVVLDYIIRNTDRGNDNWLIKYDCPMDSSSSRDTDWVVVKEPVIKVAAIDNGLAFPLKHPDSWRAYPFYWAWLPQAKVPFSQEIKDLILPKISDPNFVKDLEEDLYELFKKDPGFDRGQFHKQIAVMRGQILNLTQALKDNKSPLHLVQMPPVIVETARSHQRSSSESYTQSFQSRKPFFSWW
#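 Compounds are screened against recombinant PI4K2A using PI as substrate and ATP, the latter dispensed at 300 microM. Reactions run one hour at ambient temperature before ADP-Glo detection; full inhibition defined by wells lacking enzyme.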
# D2 antagonist = D2 dopamine receptor (human) antagonism; inhibition, % at 10 µM; P14416; AID 485344; HEK293 TREx D2 cells, calcium flux, dopamine EC80; actives 2% (n = 340,000); in the data active = inhibition above about 30%; note: 0% is about no effect
#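 Calcium flux kinetic readout in an inducible HEK293 TREx D2 line plated overnight at 30 C. After 180 s compound exposure, an EC80 dopamine challenge follows with another 180 s kinetic read to detect antagonism.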
# mIDH1 inhibitor = inhibitors of human mutant IDH1 R132H; O75874; IDH1-R132H enzyme, NADPH consumption, diaphorase/resazurin fluorescence; Potency, µM (doses to about 76.6 µM), for the others: at the top dose activity change, negative = inhibition, usual class: inhibitors; actives 0.093% (n = 390,000); AID 602179; note: potency is the fitted concentration of half-maximal effect; % is set by controls: 0 for no effect and ±100 for the full control effect; nearly all actives have a fitted effect of over 65% in size
# Target sequence (O75874 whole entry R132H, stated change not applied): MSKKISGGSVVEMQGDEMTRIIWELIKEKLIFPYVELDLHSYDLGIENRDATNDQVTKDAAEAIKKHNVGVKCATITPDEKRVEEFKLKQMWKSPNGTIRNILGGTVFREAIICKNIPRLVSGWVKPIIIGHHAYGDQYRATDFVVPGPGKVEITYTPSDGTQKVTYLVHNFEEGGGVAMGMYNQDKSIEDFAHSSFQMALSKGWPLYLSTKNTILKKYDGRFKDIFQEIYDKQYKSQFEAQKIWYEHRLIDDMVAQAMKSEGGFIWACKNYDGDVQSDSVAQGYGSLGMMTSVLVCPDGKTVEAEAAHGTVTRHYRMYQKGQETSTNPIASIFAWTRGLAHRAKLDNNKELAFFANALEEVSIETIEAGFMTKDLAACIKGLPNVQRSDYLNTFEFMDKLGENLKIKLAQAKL
#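 IDH1-R132H (0.5 ug/mL) preincubated 30 min with compound, then NADPH (0.016 mM) and alpha-KG (2 mM) added; 80 min at RT, pH 7.5. Remaining NADPH coupled via diaphorase/resazurin to fluorescence (540/590 nm); concentration-response curves normalized to no-enzyme control.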
# * marks the source's active call; other numbers are inactive results; ? = inconclusive; . = no result given; [ ] = remark or other dose. Unless noted, calls come from the whole dose curve; as a rule, active = well fitted inhibition curve with a large enough effect; inconclusive = small, poorly fitted or top-dose-only effect; inactive = no such curve, though single readings can be large or run the other way. Not a hit list (roughly 3.9% active in at least one column).
SMILES,TRHR agonist,TRHR enhancer,USP1 inh,TrxR1 substrate,D2 ag,TrxR1 inh,PI4K2A inh,D2 antagonist,mIDH1 inhibitor
COC(=O)[C@@]1(Cc2ccc(F)cc2)[C@H]2c3cc(C(=O)N4CCCC4)n(CCc4ccc(O)c(O)c4)c3C[C@H]2CN1C(=O)c1ccccc1,2.2,0,.,.,87*,.,.,96*,.
Cc1ccc(NC(=O)/C(C#N)=N/Nc2ccc(C(=O)O)cc2)c(C)c1,-0.3,2,-14%,-15%,-0.3,-3%,-2,7,4%
CSCCC(NC(=O)c1ccc(Cl)cc1Cl)C(=O)NCc1ccncc1 (stereo unspecified),-0.7,5,-10%,-5%[57.1 µM],-0.5,-10%[57.1 µM],0,-3,-2%
C/C(=N\NC(=O)c1cc(-c2ccncc2)nc2ccccc12)c1ccc(OC(F)F)cc1,1.7,-4,-15%,3%[57.1 µM],-1.3,4%[57.1 µM],0,-13,-5%
Cc1nn(Cc2ccc(Cl)cc2Cl)c(C)c1NC(=O)NC12CC3CC(CC(C3)C1)C2,0.0,-9,-13%,-4%,0.9,-3%,-3,-7,1%
Cc1ccc(C(C)C)c(OCC(=O)Nn2c(=O)[nH]c3ccccc3c2=O)c1,-0.4,1,-15%,-12%,-0.1,-12%,-2,-6,-3%
CC(=O)c1ccc(N(C(=O)Cn2nnc3ccccc32)C(C(=O)NCc2ccccc2)c2ccccn2)cc1 (stereo unspecified),0.6,-9,-5%,0%,-1.0,2%,-3,-2,3%
O=C(COc1ccc(Br)cc1)NC1CC1,0.6,2,-10%,-13%,-0.1,-14%,0,-21,-9%
CCCC(NCC(=O)Nc1ccccc1C(=O)NC1CC1)c1ccccc1 (stereo unspecified),1.2,3,-15%,-7%,0.1,1%,4,-16,2%
Cc1c(NC(=O)C23CC4CC(CC(Br)(C4)C2)C3)c(=O)n(-c2ccccc2)n1C,0.1,-12,-26%,0%,-0.6,10%,-5,6,5%
COc1ccccc1N1CC(C(=O)Nc2nnc(SCC(=O)N3CCCC3)s2)CC1=O (stereo unspecified),.,.,-2%,-10%,.,-29%,-5,.,-3%
COc1ccc(/C=C/C(=O)Nc2ccc3nc4c(c(Nc5ccccc5OC)c3c2)CCCC4)cc1,0.1,5,-1%,-10%,-0.6,1%,-3,.,-30%
N#Cc1ccc(CN2CCN(C(=O)CCNS(=O)(=O)c3ccc(F)c(F)c3)CC2)cc1,0.1,1,-22%,7%,1.1,21%,-2,-4,-1%
CCNC(=O)C12CCC(C)(C(=O)C1Br)C2(C)C (stereo unspecified),1.0,0,8%,-5%,.,-3%,-4,.,1%
Oc1ccccc1-c1cc(-c2cccc(F)c2)n[nH]1,0.9,-4,-23%,3%,.,?,-1,.,5%
CCCNC(=O)COC(=O)c1[nH]c(C)c(C(=O)OCC)c1C,-0.3,6,-14%,-6%,1.1,-5%,4,-1,9%
CCOc1ccccc1NC(=O)NNS(=O)(=O)c1ccc([N+](=O)[O-])cc1,-0.5,13,-13%,-12%,-0.5,-8%,5,-5,5%
C=CCNc1nc(C(=O)OCC(=O)Nc2cccc(SC)c2)cs1,0.8,0,-13%,-3%,-1.1,2%,1,2,7%
N=P(N1CCOCC1)(N1CCOCC1)C12CC3CC(CC(C3)C1)C2,-0.8,-6,-19%,0%,-0.9,2%,-6,12,3%
Cc1c(C(=O)OCC2CCCO2)[nH]c2c1C(=O)CC(c1ccco1)C2 (stereo unspecified),0.4,-3,18%,-9%,0.2,?,-54*,8,0%
O=C(Nc1nnc(COc2ccc(F)cc2)s1)c1ccco1,-0.2,3,-13%,0%,-0.6,14%,-4,-16,3%
COC(=O)c1ccc(COC(=O)CNC(=O)c2ccc(C)s2)cc1,-0.9,7,-16%,2%,.,28%,-1,.,-1%
O=C(N/C(=C/c1cccs1)C(=O)N1CCOCC1)c1ccco1,0.3,7,-4%,-8%,1.1,-7%,0,-6,0%
Cc1nn(C)c(C)c1S(=O)(=O)N(CC(=O)Nc1ccc(F)cc1F)c1ccc(C(C)C)cc1,-1.1,-7,3%,-9%,-0.9,6%,1,.,15%
COc1ccc(C(=O)N2CCN=C2SC)cc1OC,0.2,1,0%,0%,0.6,0%,9,-16,4%
CC(C)(C)n1nnnc1C(c1ccccn1)N1CCN(C(c2ccccc2)c2ccccc2)CC1 (stereo unspecified),1.4,-6,2%,7%[57.1 µM],-0.3,15%,12,-1,-9%
CC(Sc1nccn1C)C(=O)Nc1ccc(C(N)=O)cc1 (stereo unspecified),0.2,31*,-18%,-3%,0.4,-2%,2,-4,7%
Cc1ccc(NS(=O)(=O)c2c(C(=O)N3CCC(C)CC3)c(C)n(C)c2C)cc1Cl,0.7,-8,-10%,1%[57.1 µM],.,6%[57.1 µM],4,.,17%
COC(=O)[C@H](Cc1ccccc1)NC(=O)NCC1CCCO1 (stereo partly specified),0.1,13,-12%,-3%,1.0,19%,5,4,-4%
CCN(CC)C(=O)Cn1c(=O)n(Cc2ccc(F)cc2)c(=O)c2sccc21,2.4,-12,-8%,-3%,0.6,-3%,1,-3,-15%
O=C(Nc1ccc(N2CCOCC2)cc1N1CCOCC1)c1cccs1,0.2,7,-13%,-4%[57.1 µM],-0.8,18%,2,-9,-2%
Cc1ccc(NC(=S)N2CCN(S(=O)(=O)c3ccc(C)cc3)CC2)cc1,-0.3,-7,-8%,-5%,1.0,5%,-6,-24,-1%
CNC(=O)c1[nH]cnc1C(=O)Nc1cccc(Cl)c1,0.3,15,-9%,-1%,0.2,9%,-3,-8,-15%
Cc1ccc(-n2c(=O)c(C#N)cc3c(=O)n4ccccc4nc32)cc1,-0.7,1,-17%,514%[activator][57.1 µM],0.5,113%[activator][57.1 µM],1,2,2%
COc1ccc(CN2CCN(C(=O)c3c(-c4ccccc4)noc3C)CC2)cc1F,0.2,6,-17%,-2%,4.3,-2%,-2,-6,-6%
Cc1ccc(N/C=C/c2onc(C)c2[N+](=O)[O-])cc1,8.6,-3,-10%,-11%,3.3,5%,2,1,2%
Cc1sc2c(c1C)c(=O)n(-c1cccc(C(F)(F)F)c1)c(=O)n2Cc1ccccc1C#N,-1.5,2,-18%,-5%,-0.4,-10%,1,.,.
Cc1ccc(NC(=O)Cn2c(=O)c(C(F)(F)F)nc3ccccc32)c(C)c1,0.4,-4,?,-4%[57.1 µM],-0.1,-4%[57.1 µM],0,.,14%
Cc1cc(=O)oc2cc(OCC(=O)Nc3ccc(O)c(C(=O)O)c3)ccc12,-0.7,-1,-18%,11%,.,?,0,.,-7%
NC(=O)C1CCCN1 (stereo unspecified),0.3,2,-10%,6%[57.1 µM],-0.5,-42%,-1,-10,4%
CCn1c(C)nc2cc(S(=O)(=O)Nc3ccc(C)cc3)ccc21,0.0,-3,-17%,6%,-0.1,10%,-2,-5,0%
CCN(Cc1ccncc1)C(=O)c1ccc(C)o1,0.3,-2,-24%,-1%,0.7,-2%,-6,0,-3%
Cc1ccc(Nc2nnc(SCC(=O)Nc3ccc(S(=O)(=O)N4CCOCC4)cc3)s2)cc1,0.6,-7,-16%,-5%,-0.2,-4%,2,-2,4%
Cc1ccc(/C=N\NC(=O)C2COc3cc4ccccc4cc3O2)o1 (stereo unspecified),0.2,-5,-3%,3%[57.1 µM],0.4,-3%[57.1 µM],6,-16,2%
CCOC(=O)C1=C(C)NC(=O)NC1,-0.1,-7,-15%,19%[57.1 µM],1.1,6%[57.1 µM],-3,13,-4%
CC(c1ccc(F)cc1)n1cc(C(=O)NCCN(C)C)nn1 (stereo unspecified),0.4,2,-20%,1%,.,-35%,-1,6,1%
O=C1CSC(c2cccnc2)N1CCc1ccccn1 (stereo unspecified),-0.9,6,-11%,-7%,-1.6,17%,6,55*,-6%
